# NadD inh: blocks S. aureus nicotinate mononucleotide adenylyltransferase. purified NadD enzyme, colorimetric absorbance read-out. inhibition, % at 20 µM. 360,000 compounds, 0.78% hits. AID 602399; in the data active = inhibition above about 26%; also: some compounds past the cut are filed as inactive
# STEP block: STEP (human) phosphatase inhibition; P54829; recombinant STEP, OMFP fluorogenic substrate, fluorescence; inhibition, % at 20 µM; 360,000 compounds, 0.25% hits;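 active = inhibition at 20 µM, scaled per plate between control wells, above about 37%, limit read from the data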;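 also: 0% = DMSO with enzyme and substrate and 100% = substrate only without enzyme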
#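 Material: STEP (striatal-enriched tyrosine phosphatase) enzyme, cell-free | Medium: 50 mM Bis-Tris pH 6.0 with 2.5 mM DTT and 0.005% Tween 20 | Read-out: Percent inhibition scaled to no-enzyme and uninhibited-enzyme controls, plate-pattern corrected | Signal: Fluorescence read at 480 nm ex / 540 nm em | Times: 20 min reaction, room temperature, in the dark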
# CSN inh: inhibitors of human CSN-mediated cullin deneddylation; Q92905; Purified CSN, SCF-Nedd8-OG deneddylation, fluorescence polarization; inhibition, % at 12.5 µM; 360,000 compounds, 0.38% hits; AID 651999;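 active = pattern-corrected inhibition above about 35%, with an unprinted fluorescence ratio check between 0.5 and 1.5, limit read from the data, passing the limit was not always enough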;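 also: 0% = enzyme with substrate and 100% = substrate without enzyme; some results filed as inactive read as strong as hits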
# Target sequence (Q92905 whole entry, looked up, one chain of several): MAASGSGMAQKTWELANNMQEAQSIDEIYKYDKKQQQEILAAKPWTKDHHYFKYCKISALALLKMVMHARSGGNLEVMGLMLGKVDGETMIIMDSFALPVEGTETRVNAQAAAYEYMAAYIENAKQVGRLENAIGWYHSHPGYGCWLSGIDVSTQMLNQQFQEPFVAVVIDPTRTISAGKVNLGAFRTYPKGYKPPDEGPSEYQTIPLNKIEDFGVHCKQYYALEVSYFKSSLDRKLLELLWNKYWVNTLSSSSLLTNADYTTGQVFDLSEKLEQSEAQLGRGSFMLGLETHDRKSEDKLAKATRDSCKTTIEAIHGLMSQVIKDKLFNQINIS
#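 Schedule: reaction 90 min, room temperature / Assay system: HEK293T-derived human Csn5 enzyme / Input: Csn5 at 0.24 nM final / Measure: inhibition of Csn5 cleavage, % / Control set: substrate-only high control, full reaction low control / Technique: fluorescence polarization of the substrate / Buffer or medium: Tris/NaCl/DTT buffer, pH 7.5 / Reagent: SCFSkp2-Nedd8OG substrate at 10 nM final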
# LMPTP block: LMPTP (human) inhibition; P24666; AID 651560; recombinant LMPTP-A, OMFP fluorogenic substrate, fluorescence intensity; 360,000 compounds, 0.22% hits; inhibition, % at 20 µM;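 active = compounds that cut the enzyme signal by at least half of the control window in the single-dose screen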;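 also: plate controls were DMSO wells with enzyme plus substrate for no effect and substrate without enzyme for full effect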
# Target sequence (P24666 whole entry, looked up): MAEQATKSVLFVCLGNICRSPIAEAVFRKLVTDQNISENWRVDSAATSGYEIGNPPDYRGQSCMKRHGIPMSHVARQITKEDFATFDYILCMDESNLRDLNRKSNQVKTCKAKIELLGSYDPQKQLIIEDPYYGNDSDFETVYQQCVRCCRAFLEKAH
#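 Material: LMPTP-A; amount: 0.625 nM enzyme; doses: single 20 µM dose; times: reaction 50 min, room temperature, dark; technique: fluorescence intensity of OMFP turnover product; benchmarks: no-enzyme and uninhibited controls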
# Rpn11 inh: blocks the human proteasome subunit Rpn11. calls only at 20 µM. human 26S proteasome, Ub4-pepOG fluorescence polarization; 20S core pre-blocked with epoxomicin. AID 588493. 360,000 compounds, 0.59% hits. O00487;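 active = inhibition at 20 µM, scaled to each plate's controls, above about 33%, limit read from the data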
# Scp1 inh: blocks human Scp-1 phosphatase activity | Q9GZU7 | Recombinant Scp1, phosphopeptide, malachite green phosphate absorbance | inhibition, % at 20 µM | 340,000 compounds, 0.88% hits | AID 493091;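 active = inhibition above about 50% at 20 µM, limit read from the data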;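 also: plate controls were DMSO wells with enzyme for no effect and wells lacking enzyme for full effect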
# Target sequence (Q9GZU7 76-261 limits assumed): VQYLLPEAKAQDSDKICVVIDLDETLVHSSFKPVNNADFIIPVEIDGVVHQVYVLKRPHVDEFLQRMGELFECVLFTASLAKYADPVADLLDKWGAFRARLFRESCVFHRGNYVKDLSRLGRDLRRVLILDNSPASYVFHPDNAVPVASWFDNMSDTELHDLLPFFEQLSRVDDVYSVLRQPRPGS
#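 System: SCP-1 catalytic domain; Reagent: Phospho 17-mer peptide substrate; Doses: one concentration, 20 µM, with 1.0% DMSO; Incubation: 45 min room-temperature reaction, 5 min colour, 30 min stabiliser; Signal: Phosphate-binding colour reagent, absorbance read at 630 nm.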
# DNMT1 inh: inhibitors of human DNMT1. AID 588458. DNMT1 molecular beacon, Hinp1I cleavage, fluorescence. inhibition (reported as % activation of signal), % at 10 µM. P26358. 360,000 compounds, 0.83% hits; in the data active = inhibition above about 50%
# PABP1 MLLE inh: inhibitors of microRNA-mediated deadenylation, human PABP1 MLLE binding | GST-MLLE / FITC-PAM2 fluorescence polarization | inhibition, % at 20 µM | 360,000 compounds, 0.36% hits | AID 588489; in the data active = inhibition above about 35%, passing the limit was not always enough;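 also: plate controls were DMSO wells with GST-MLLE for no effect and wells lacking GST-MLLE protein for full effect; some results filed as inactive read as strong as hits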
# SUMO1-SIM PPI: alters human SUMO1 binding to SIM partners; SUMO1 binding to a labelled peptide, TR-FRET, 1 h; P63165; inhibition, % at 20 µM; 360,000 compounds, 0.33% hits; in the data active = inhibition above about 37%
# Target sequence (P63165 whole entry, looked up): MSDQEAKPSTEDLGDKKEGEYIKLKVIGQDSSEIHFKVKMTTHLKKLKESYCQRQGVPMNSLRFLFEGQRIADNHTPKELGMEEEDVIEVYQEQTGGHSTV
# Tb MetRS inh: blocks T. brucei methionyl-tRNA synthetase activity; purified T. brucei MetRS, ATP depletion, Kinase-Glo luminescence; inhibition, % at 11.9 µM; 360,000 compounds, 0.4% hits;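 active = inhibition above a per-plate cutoff of the control wells' mean inhibition plus 3 SD, cut at about 5.5% in these data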;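 also: 0% = DMSO wells median and 100% = median of wells with control inhibitor compound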
#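 Dosing: 11.9 µM compound single dose, 0.9% DMSO; Assay system: purified T. brucei MetRS enzyme; Measured by: Kinase-Glo luciferase luminescence reporting remaining unconsumed ATP; Schedule: 15 min plus 2 h at 25 °C.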
# Numbers without * were called inactive; i = inactive; x = not tested or not shown; + = active, no number.
SMILES,NadD inh,STEP block,CSN inh,LMPTP block,Rpn11 inh,Scp1 inh,DNMT1 inh,PABP1 MLLE inh,SUMO1-SIM PPI,Tb MetRS inh
O=C(Cn1nnc(-c2ccc(F)cc2)n1)Nc1ccc2c(c1)OCCO2,-7,1,4,1.1,i,-1,-5,20,0,-0.9
NS(=O)(=O)c1ccc(Nc2ncccc2[N+](=O)[O-])cc1,0,1,1,1.5,i,-2,-6,10,-33,-1.5
Cc1ccc(S(=O)(=O)N2[C@@H](CO)CO[C@H]2CC(=O)c2ccc(F)cc2)cc1,x,x,-1,-0.5,x,x,x,x,0,-0.6
CCC(=O)Nc1cccc(NC(=O)c2ccc(C)c([N+](=O)[O-])c2)c1,-3,2,-1,-1.2,i,-8,-1,-3,-14,0.5
CC(OC(=O)CCN=C1NS(=O)(=O)c2ccccc21)C(=O)c1ccccc1 (stereo not given),-4,-1,-6,-1.0,i,-6,72*,-7,7,-0.6
CCNC(=S)N(Cc1cc2cc(C)c(C)cc2[nH]c1=O)C1CCCC1,0,3,2,-0.1,i,1,3,-59,3,-1.4
O=C(NN=c1c(=O)c2ccccc2c1=O)c1ccccc1,-4,-1,1,1.2,i,-5,23,-2,20,0.9
N#Cc1ccc(C(=O)NC2=NCCS2)cc1,-6,-2,1,0.3,i,-4,4,-4,0,-1.0
CN(C)S(=O)(=O)c1ccc(Cl)c(NC(=O)CN2CCC(Cc3ccccc3)CC2)c1,-6,-3,-11,1.5,i,-8,-2,7,-1,-0.4
Cc1ccccc1-c1nc(Cc2ccccc2)no1,-3,-1,3,0.7,i,-6,1,1,-4,-0.9
C/C(=N\N1CCN(c2ccccc2)CC1)c1ccccc1O,4,2,1,0.0,i,-4,-5,-11,3,-0.8
COc1ccc(OCC(=O)Nc2nccs2)cc1,-7,-2,-11,-0.9,i,-10,2,-2,0,0.1
CC(=O)Nc1ccc(OCCOc2ccc(/C=C3\C(=N)N4N=C(C(C)C)SC4=NC3=O)cc2)cc1,16,-1,0,1.2,i,-1,4,13,6,0.5
COc1cc(/C=N/N(C)C)ccc1OC(=O)c1ccco1,-8,2,-4,1.0,i,-6,-2,5,0,-0.4
N#Cc1ccc(OCC(=O)N2CCN(S(=O)(=O)c3ccc(Cl)s3)CC2)cc1,0,-2,-1,0.5,i,-8,0,-17,1,0.0
COc1ccc(C2CC(=O)c3cnc(N)nc3C2)c(OC)c1 (stereo not given),-1,-5,6,-0.3,i,1,-1,-7,-2,-0.4
O=C(NCc1ccco1)c1ccc(Cn2c(=O)c3sccc3n(Cc3cccc(F)c3)c2=O)cc1,4,0,2,3.7,i,-12,-9,-8,6,0.0
CC(C)(C)OC(=O)NCCCCCNC(=O)c1[nH]cnc1C(=O)N[C@@H](Cc1ccccc1)C(=O)OC(C)(C)C,14,-1,-4,4.4,i,-6,-18,1,-3,-0.3
CCOC(=O)N1CCN(S(=O)(=O)c2ccc(F)c(C(=O)Nc3cc(C)cc(C)c3)c2)CC1,0,-3,1,0.6,i,-11,-2,-2,2,-0.1
O=c1c2ccccc2nc2n1C(CSc1ccc(F)cc1)CS2 (stereo not given),-4,-1,-2,0.0,i,-4,-4,6,-3,0.2
O=C1CSC(=S)N1c1cccc(O)c1,-3,0,-1,0.4,i,-5,-3,15,3,0.3
O=C1CC(N2CCC(c3nc4ccccc4o3)CC2)C(=O)N1c1ccc(Cl)c(C(F)(F)F)c1 (stereo not given),0,-5,4,2.0,i,1,-11,32,4,-0.1
O=C(CCNC(=O)c1ccco1)Nc1ccc(Cl)cc1,2,-1,-12,0.5,i,-3,0,-3,-3,0.2
O=C(COC(=O)c1n[nH]c2ccccc12)NC(=O)NC1CCCCC1,-5,-2,1,0.7,i,-7,-2,-5,0,-0.6
Clc1cc(Cl)cc(Nc2ncn[nH]2)c1,4,0,-3,-0.3,i,-7,1,-6,-1,-0.5
# (list continues)
SMILES,NadD inh,STEP block,CSN inh,LMPTP block,Rpn11 inh,Scp1 inh,DNMT1 inh,PABP1 MLLE inh,SUMO1-SIM PPI,Tb MetRS inh
Cc1ccc[n+](CC(=O)Nc2c(Cl)cc(Cl)cc2Cl)c1,-8,-2,4,-0.6,i,-3,2,6,1,-0.1
C=C(C)Cc1c(C)c(C#N)c2nc3ccccc3n2c1N1CCCCC1,12,2,1,1.2,i,5,2,-3,-2,-0.6
CC(C)NC(=O)c1ccccc1NC(=O)Cc1ccc(Br)cc1,-3,0,-3,1.5,i,-1,6,-7,3,1.0
Cc1oc(-c2cc(F)cc(F)c2)nc1CN1CCN(C(=O)c2ccco2)CC1,-3,0,4,-0.6,i,1,0,11,3,-0.4
c1ccc(-c2ccc3c(n2)CCCO3)cc1,1,0,-3,-0.6,i,0,9,0,-3,-0.2
O=C1CCC[C@@H]2C[C@@]3(C[C@@H]4CCN1[C@H]24)Nc1cc(Cl)ccc1NC3=NCc1ccccc1,0,-2,-2,0.7,i,-4,-10,-15,0,-0.1
Cc1ccc2cc(CCNS(=O)(=O)c3ccc(Cl)cc3)c(=O)[nH]c2c1C,-8,0,-2,2.0,i,-7,0,-2,-2,-0.4
CCOC(=O)c1ccc(-n2c(=S)sc3c(=O)[nH]c(C)nc32)cc1,6,7,3,1.2,i,-10,-1,27,-2,-0.6
Clc1ccccc1Nc1nc(-c2cccnc2)cs1,0,4,-1,2.2,i,-4,-1,-8,-9,-0.1
CC1(C)CC(C(CCN(Cc2ccccc2)C(=O)c2ccco2)c2ccc(F)cc2)CCO1 (stereo not given),-1,2,-18,4.7,i,-8,-7,-6,-4,-0.8
COc1ccc(-c2oc3ccccc3c(=O)c2OC(C)=O)cc1,-5,4,-2,1.6,i,-7,1,-5,-9,-0.2
Cc1ccc(N(CC(=O)NC2CCCCC2)C(=O)Cn2nnc(-c3ccc(C)o3)n2)cc1,-8,-2,2,0.5,i,-8,5,0,-5,-0.8
CCC(=O)N(CCc1ccccc1)Cc1cc2cc3c(cc2[nH]c1=O)OCO3,-1,2,-3,0.3,i,5,-2,-2,1,0.4
N#CCSc1nc2ccccc2c(=O)n1CC1CCCC1,-1,4,1,2.0,i,-4,1,-6,-2,-0.9
CCCN1CCN(CC(=O)Nc2nc3ccccc3s2)CC1,-4,-6,-1,-0.4,i,-3,-2,7,3,-0.7
Cn1c(CNC(=O)c2ccc(Cl)cc2)nnc1SCC(=O)NC1=NCCS1,-7,-2,1,-0.3,i,-3,-3,-2,-4,0.2
O/N=C1/C2C3C(Br)C4C5CC(C1C53)C24 (stereo not given),3,-2,-6,-0.9,i,-3,0,8,-4,-0.1
CN1C(=O)/C(=C/c2ccc(OCc3ccc(F)cc3)cc2)NC1=S,2,1,-4,0.7,i,-6,3,-117,5,-0.6
O=C(CSc1nccn1-c1ccc(Cl)cc1)Nc1ccc2c(c1)OCO2,-9,-2,-8,0.6,i,0,0,-20,-3,0.9
O=C(NCCCO)c1nnc(Cc2c(F)cccc2Cl)o1,1,-1,4,0.5,i,6,0,-9,3,-2.0
COC(=O)CSc1nnc(-c2cccnc2)n1-c1cc(OC)cc(OC)c1,3,-3,2,-1.0,i,-5,0,-6,2,-0.1
O=C(CN1C(=O)NC2(CCCC2)C1=O)OCCOc1ccc(F)cc1,0,-2,-4,-0.1,i,-3,1,7,6,-0.5
CC(=O)NS(=O)(=O)c1ccc(NC(=O)c2cc(-c3ccc(C)cc3)nc3ccccc23)cc1,5,-2,-7,-2.0,i,-2,-3,11,-9,0.0
COc1ccc(-c2cc(=O)oc3cc(OCC(=O)Nc4ccccn4)ccc23)cc1,-2,0,7,5.5,i,-9,-4,-1,43*,-0.3
O=C(CCl)N1N=C(c2ccco2)CC1c1cccs1 (stereo not given),1,2,7,0.5,i,3,19,5,-4,-0.4
# Continued.
SMILES,NadD inh,STEP block,CSN inh,LMPTP block,Rpn11 inh,Scp1 inh,DNMT1 inh,PABP1 MLLE inh,SUMO1-SIM PPI,Tb MetRS inh
Cc1ccc2nc(SCC(=O)NCc3cccs3)[nH]c2c1,0,-1,9,-0.7,i,0,-1,-28,3,2.8
Cc1ccc(NC(=O)c2sc(Cl)nc2C)c(C)c1,3,-1,5,0.2,i,-4,-1,2,4,-0.5
CC(=O)Nc1nonc1-c1nc2ccccc2n1Cc1ccccn1,14,-2,1,-1.3,i,-2,5,-5,1,0.1
CCOC(=O)C1CCN(C(=O)CSc2nccc(C)n2)CC1,1,2,-1,0.2,i,-2,5,4,1,0.1
CCOC(=O)c1cc2cc(CC(=O)c3ccc(OCC)cc3O)ccc2o1,5,11,2,0.9,i,-9,11,2,-1,0.3
CN(C)S(=O)(=O)c1ccc(Cl)c(NC(=O)COC(=O)[C@@H]2CCCN2C(=O)c2cccs2)c1,-15,-2,2,-0.9,i,-11,6,22,-1,-0.6
COc1ccc(S(=O)(=O)N2CCOCC2)cc1NC(=O)COc1ccccc1OC,-3,0,-2,0.2,i,-10,0,8,0,-0.3
CC(OC(=O)COc1ccc(Nc2ccccc2)cc1)C(=O)N(C)c1ccccc1 (stereo not given),-9,-1,2,2.4,i,-5,-22,8,2,-0.7
CCc1ccc(NC(=O)C(=O)c2cn(CC(=O)N3CCCCC3)c3ccccc23)cc1,1,2,-2,1.4,i,-4,-11,-4,-19,-0.7
Cc1cc2c(c(=O)n1C1CC1)C(c1cccc(Cl)c1)C(C#N)=C(N)O2 (stereo not given),2,0,1,0.0,+,-3,-1,-42,4,63*
CC(=O)c1cnc2n(c1=O)CCS2,-1,-1,-9,1.9,i,1,0,4,2,-0.7

# High-throughput results (PubChem BioAssay)
